p53ts 32C tox: cytotoxicity in p53ts cells at permissive temperature | H1299-p53A138V at 32C, ATP luminescence viability, 24 h | hit rate 0.93% among 130,000 | Potency, µM (highest dose often 46.1 µM), for inactives: at the highest dose activity change, negative = cytotoxicity, actives largely listed as cytotoxic;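 further: 0% = DMSO and -100% = full killing by reference compound; nearly all actives have a fitted effect of over 55% in size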
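ATP-content luminescence (ATPlite) read-out after 24 h compound exposure at 32C in H1299-p53A138V cells (600/well). Tested up to 46 uM. Normalized to DMSO (0%) and 100 uM tamoxifen (100% killing); Hill-fit AC50.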
Peg3 imprint: inducers of genomic imprint erasure in mouse ES cells; Potency, µM (series often up to 60.7 µM), for the others: top-dose activity change, positive = activation, actives largely listed as activators; mouse ES Peg3-LacZ reporter, beta-gal luminescence, 40 h; hit rate 0.02% among 110,000;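 further: 0% = negative control wells on the plate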
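Readout: BetaGlo luminescence (5 min, room temp) for LacZ from the normally silent maternal Peg3 allele in female Peg3LacZ-Neo ES cells. Cells 300/well, 40 h, 37C, 5% CO2. Data normalized per plate to negative controls.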
IkB sig inh: suppresses IkB signaling in ABC-DLBCL reporter cells; Potency, µM (titrated, usually from 57.1 µM), for inactives: at the highest dose IkBa stabilization activation; hit rate 0.04% among 110,000; ABC-DLBCL IkBa-CBG/CBR dual luciferase ratio, 4 h; response scale: scaled: untreated 0%, proteasome inhibitor 100%; active means well fitted curve in the direction sought with a large enough effect in the signal ratio, not every such curve was filed as active; inconclusive means small, poorly fitted or top-dose-only effect, or a change in a side signal; the % refers to the signal ratio;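 further: the direction sought is a rising ratio; 0% = basal untreated cells and 100% = reference inhibitor full response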
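Curves were fitted separately to fusion (green), unfused (red) and ratio luminescence, then classed by r2, magnitude and activity. Cells: OCI-Ly3, 4 h compound plus doxycycline at 37C; 10 uM MG-132 defined full response.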
p53ts 39C kill: kills p53ts cells at the nonpermissive temperature; H1299-p53A138V viability at 39C, ATP luminescence, 24 h; Potency, µM (doses to about 46.1 µM), inactives show at the highest dose activity change, negative = cell killing, most hits filed as cytotoxic; hit rate 1.5% among 130,000; further: nearly all actives have a fitted effect of over 55% in size
* marks the source's active call; other numbers are inactive results; u = inconclusive; x = no result given; & = joins results of further samples; ! = a repeat was not active; [ ] = dose if it differs, or a comment. Unless noted, the call rests on the fitted dose curve; in most records, active means well fitted curve in the direction sought with a large enough effect; inconclusive means small, poorly fitted or top-dose-only effect, or another doubt; inactive means no such curve, though single readings can be large; an effect the other way counts as inactive or inconclusive. Unless noted, on the % scale 0 is the no-effect control and ±100 the full control effect; potency means the concentration at half of the fitted maximal effect.

SMILES	p53ts 32C tox	Peg3 imprint	IkB sig inh	p53ts 39C kill
CCOc1ccc(NC(=O)CN2C(C(=O)OC)=C(c3ccccc3)c3cc(Cl)ccc3S2(=O)=O)cc1	12%	-8%[10.9 µM]	4.6%	u
CC(Nc1ncnc2nc[nH]c12)c1ccccc1 (stereo not drawn)	-17%	8%	-2.3%	-5%
O=C(CSC1=NS(=O)(=O)c2ccccc21)Nc1ccccc1	-24%	-45%[inhibitor]	u	12%
Cc1ccc(C2c3c(-c4ccccc4O)n[nH]c3C(=O)N2Cc2ccncc2)cc1 (stereo not drawn)	17%	-21%	u	23%
CCn1c(SCC(=O)NCc2ccco2)nc2cccnc21	-1%	8%	1.8%	3%
CCOc1ccccc1C(=O)Nc1ccc2c(c1)N(C)C(=O)c1ccccc1S2	12%	-26%[10.9 µM]	u	-28%
COc1cccc(-c2nc(SCC(=O)Nc3ccc4c(c3)OCCO4)c(-c3ccc(C)cc3)[nH]2)c1	11%	-12%[10.9 µM]	5.8%	-11%
Cc1onc(-c2ccccc2Cl)c1C(=O)N1CCCCC1C(=O)O (stereo not drawn)	2%	1%	-0.9%	4%
Cc1ccc2c(C(=O)CN3CCSCC3)c(C)[nH]c2c1	-1%	7%	0.1%	-7%
CCN1CCN(C(=O)c2cc3sccc3n2CC(=O)c2ccccc2)CC1	5%	-13%	-0.2%	1%
Cc1ccc(-c2ccc(=O)n(CC(=O)NCCCN3CCCCC3)n2)cc1	-4%	-10%	2.3%	-7%
Cc1ccc(CNC(=O)CS(=O)(=O)c2cccc3nsnc23)cc1	-4%	-5%[10.9 µM]	-0.6%	-26%
Cc1ccc2c(c1)c1c(c(=O)n(-c3cccc(Cl)c3)c(=O)n1CC(N)=O)n2C	2%	-1%[10.9 µM]	1.8%	11%
COc1ccccc1N1CCN(CCCNC(=O)c2nnc(Cc3c(F)cccc3Cl)o2)CC1	1%	-11%[10.9 µM]	1.1%	-15%
N#CC1=C(N)N(c2cccc(Cl)c2)C2=C(C(=O)CCC2)C1c1cc(CN2CCOCC2)cs1 (stereo not drawn)	-2%	-9%[10.9 µM]	u	77%[activator]
CCCc1ccc(S(=O)(=O)N2CCC(Oc3ccc(-n4cnnn4)cc3)CC2)cc1	13%	-26%[10.9 µM]	1.2%	23%
Cc1ccc2c(=O)cc(C(=O)Nc3ccc(S(=O)(=O)Nc4ncccn4)cc3)oc2c1C	5%	7%[10.9 µM]	u	-17%
COC(=O)c1ccccc1NC(=O)CN(C)S(=O)(=O)c1ccc(OC)cc1	2%	-8%	2.8%	-4%
CCCC(=O)Nc1cccc2c1CCCC2	-1%	-7%	-0.1%	3%
CCCn1c2ccc(F)cc2c2nnc(SCCN3CCCCC3)nc21	-10%	-8%[10.9 µM]	-1.7%	15%
CCCCN(C(=O)NC(=O)Nc1cccc(C)c1C)S(C)(=O)=O	-3%	13%	-0.6%	-3%
CCOC(=O)c1sc(NC(=O)c2ccc(S(=O)(=O)N3CCOCC3)cc2)nc1-c1ccccc1	-26%	x	x	-12%
CCOC(=O)N1CCC(N2C(=O)c3ccccc3C2Nc2ccc3c(c2)OCCO3)CC1 (stereo not drawn)	3%	-5%	8.2%	3%
O=C(CN1C(=O)c2cccc3cccc1c23)N1CCN(Cc2ccc3c(c2)OCO3)CC1	-6%	-9%	u	-3%
CCC(Sc1nc2nccnc2c(=O)n1Cc1ccc(F)cc1)C(=O)NC1CCCCC1 (stereo not drawn)	6%	-8%[10.9 µM]	-1.8%	-2%
(continued)
SMILES	p53ts 32C tox	Peg3 imprint	IkB sig inh	p53ts 39C kill
CCOc1ccc(S(=O)(=O)N(CC(=O)NCCSc2ccc(C)cc2)c2ccccc2)cc1	4%	-7%[10.9 µM]	u	18%
CCN(CC)c1cc(C)c2cc(NC(=O)c3cccc(OC)c3)ccc2n1	-7%	-9%[10.9 µM]	u	5%
O=C(COC(=O)c1ccco1)NCc1ccco1	6%	-7%	u	2%
Cc1ccc(CNC(=O)CCCCCn2c(=O)c3sccc3n(CC(=O)Nc3ccc(C)c(F)c3)c2=O)cc1	-13%	-7%[10.9 µM]	u	u
O=C(NCC1(c2ccccc2)CCOCC1)c1ccc(Br)o1	-3%	6%	0.6%	1%
CCCn1c(=O)c(C(=O)Nc2nnc(C)s2)c(O)c2ccccc21	-15%	22%	-4.2%	-16%
Cc1cccc(-n2ncc(C(=O)N3CCN(c4ccc(Cl)cc4)CC3)c2C2CCN(C(=O)OC(C)(C)C)CC2)c1	-2%	22%[10.9 µM]	-4.5%	5%
COc1ncc2nc(-c3cc(F)cc(F)c3)c(=O)n(C3CC3)c2n1	0%	x	-2.1%[11.4 µM]	-6%
O=C1CCCN1c1ccc(S(=O)(=O)Nc2ccc3c(c2)OCCO3)cc1	10%	-24%	6.7%	3%
CCN(CC)c1ccc2cc(-c3nc4sc5c(c4c(=O)[nH]3)CCC(C(C)(C)C)C5)c(=O)oc2c1 (stereo not drawn)	-12%	-11%[10.9 µM]	0.0%	11%
COC(=O)CNC(=O)N1CCN(S(=O)(=O)c2ccc3c(ccn3C)c2)CC1	-8%	-6%[10.9 µM]	-0.5%	-15%
CCC1Oc2ccccc2N(CC(=O)Nc2ccccc2OC)C1=O (stereo not drawn)	8%	-7%	0.0%	-8%
COc1ccc(F)cc1S(=O)(=O)NC1CC(C)(C)NC(C)(C)C1	2%	-1%	0.2%	-8%
COc1ccc2c(C)c(CCC(=O)NCc3cccc(Cl)c3)c(=O)oc2c1	-6%	6%[10.9 µM]	u	-3%
Cc1ccc(Cl)cc1N1CCN(C(=O)c2ccc(CS(=O)(=O)c3ccccc3C)o2)CC1	11%	14%[10.9 µM]	2.7%	u
COC(=O)CNc1c(-c2ccccn2)nc2ccc(Br)cn12	16µM*	-90%[inhibitor]	16%	13µM*
O=C(CCCCCn1c(=O)c2sccc2n(Cc2ccccc2Cl)c1=O)NCc1ccc2c(c1)OCO2	3%	-3%[10.9 µM]	2.3%	18%
Cc1cc(C(=O)CN2C(=O)C3CC=CCC3C2=O)c(C)n1-c1ccccc1 (stereo not drawn)	10µM*	-22%	2.7%	13µM*
CC(Sc1nnc(COc2ccc3ccccc3c2)n1C)C(=O)O (stereo not drawn)	-11%	-1%	6.5%	0%
CCN(CC)C(=O)c1sc2c(c1C)c(=O)n(-c1ccc(OC)cc1OC)c(=O)n2CC(=O)Nc1ccccc1	12%	-10%[10.9 µM]	-0.5%	-28%
CCOc1ccc(NS(=O)(=O)N(C)C)cc1	-5%	-12%	0.5%	3%
O=C1CC2(CCCC2)CC(=O)N1CCNC[C@H]1COc2ccccc2O1	5%	-16%	0.2%	-7%
CC(=O)c1cccc(NC(=O)CCn2nc(C)c(S(=O)(=O)N3CCCCC3)c2C)c1	-4%	-8%[10.9 µM]	0.4%	12%
COCCNC(=O)CCc1nc(-c2ccccc2)no1	-3%	-9%	-0.5%	10%
COc1ccc(NC(=O)Cn2nnc(C(=O)NCc3cccc(OC)c3)c2N)cc1	0%	-6%	-1.1%	-17%

Complete entries, looked up by structure:
Results for `CCC1Oc2ccccc2N(CC(=O)Nc2ccccc2OC)C1=O` (stereo not drawn) = p53ts 32C tox: 8%; Peg3 imprint: -7%; IkB sig inh: 0.0%; p53ts 39C kill: -8%
Results for `COc1ccc2c(C)c(CCC(=O)NCc3cccc(Cl)c3)c(=O)oc2c1` = p53ts 32C tox: -6%; Peg3 imprint: 6%[10.9 µM]; IkB sig inh: u; p53ts 39C kill: -3%

(list continues)
SMILES	p53ts 32C tox	Peg3 imprint	IkB sig inh	p53ts 39C kill
NC1=NC(S)C2N=CN=C2N1 (stereo not drawn)	-22%[1.84 µM]	-27%	0.6%	u
C1CCC(N=C(NC23CC4CC(CC(C4)C2)C3)N2CCOCC2)CC1	-17%&-4%	-8%&-6%	1.5%	-20%&2%
Cc1c(C(=O)Nc2ccncc2)sc2nc(-c3ccc(F)cc3)cn12	-13%	-23%	u	6%
COc1ccc(C)cc1NC(=O)CCS(=O)(=O)c1cc2c3c(c1)CCN3C(=O)CC2	-2%	-6%[10.9 µM]	-0.2%	-4%
O=C1CN(C(=O)c2c(F)cccc2Cl)C(c2ccc(F)cc2)c2cc(Br)ccc2N1 (stereo not drawn)	14%	2%[10.9 µM]	u	6%
CCc1ccc(NC(=O)C2=CC(c3ccc4c(c3)OCO4)=NS(=O)(=O)N2C)cc1	-2%	2%[10.9 µM]	u	15%
O=C(NCCc1nc2ccccc2n1Cc1ccc(F)cc1)c1ccco1	-1%	-2%[10.9 µM]	0.5%	-2%
Cc1c2c(nc3nc4ccccc4n13)CC(C)(C)CC2=O	6%	0%	1.0%	10%
COc1ccc(CNC(=O)CCCn2nc(C)c3c(C)n(-c4ccccc4)nc3c2=O)cc1	-2%	-5%[10.9 µM]	u	-3%
COc1ccc(/C=C\c2onc(C)c2S(=O)(=O)N2CCC(C(=O)Nc3cccc(OC)c3)CC2)cc1	0%	-5%[10.9 µM]	u	-18%
CN(C)c1cccc(C(=O)OCC(=O)Nc2ccccc2Sc2ccccc2)c1	-17%	x	x	29%
Cc1cc(NC(=O)CSc2cn(CCNC(=O)c3ccc(Cl)cc3)c3ccccc23)no1	5%	-19%	-1.6%	11%
CCOc1ccc(C2CC(=O)c3c([nH]c(C(=O)OC)c3C)C2)cc1OC (stereo not drawn)	-19%	25%	-1.4%	10%
Cc1cc(SCC(=O)NC(=O)NCc2ccco2)nc2ccccc12	-7%	-26%	6.2%	-7%
Oc1c(CN2CCCCC2)cc(Br)c2cccnc12	-23%	-27%	u	10µM*
Cc1cc(C(F)F)n2ncc(C(=O)NC3CCCCCC3)c2n1	5%	-9%	-1.8%	8%
Cc1ccc(N2CCN(C(=O)c3cn(C)c4ccc(S(=O)(=O)N5CCCC5)cc4c3=O)CC2C)cc1 (stereo not drawn)	6%	18%[10.9 µM]	-2.3%	4%
COc1ccccc1NC(=O)C1=C(C)Nc2nc(SC)nn2C1c1ccccc1Cl (stereo not drawn)	15%	-8%[10.9 µM]	u	0%
Cc1occc1-c1nnc(SCC(=O)N2CCOCC2)o1	-4%	-29%	-0.7%	2%
CN1CCN(c2ncc3nc(-c4ccc(Cl)cc4)c(=O)n(-c4ccccc4)c3n2)CC1	-20%	-1%	-0.5%[11.4 µM]	-17%
Cc1cc(-c2ccc(C)c(S(=O)(=O)NCc3cccs3)c2)on1	18%	-6%[10.9 µM]	-0.9%	11%
O=c1c(-c2ccc(O)cc2)coc2cc(O)cc(O)c12	10µM*!	-31%&-28%&-42%&-17%&-45%[inhibitor]	u	u
COc1cccc(C2CC(c3ccc(C(C)C)cc3)n3nc(N)nc3N2)c1 (stereo not drawn)	5%	7%	-1.3%	-9%
C#CCN1C(=O)C(O)(CC(=O)c2cc(OC)ccc2OC)c2ccccc21 (stereo not drawn)	7%	-20%	0.1%	12%
N=c1c2c(n(Cc3ccccc3)c3c1CCC3)CCC2	6%	-14%	1.2%	1%
Cc1cc(NC(=O)CS(=O)(=O)c2cn(Cc3ccccc3Cl)c3ccccc23)no1	29%	-7%	u	6%
CC(=O)NCCc1ccc(S(=O)(=O)NCc2ccc3c(c2)OCO3)cc1	8%	-9%	-0.5%	-7%
CCOC(=O)c1c(CN(C)C)oc2cc(CN(C)C)c(O)c(CSc3ccccc3)c12	-7%	-8%	-0.6%	-5%

Reprinted at random: 5 entries already listed.
SMILES	p53ts 32C tox	Peg3 imprint	IkB sig inh	p53ts 39C kill
COc1ccc(/C=C\c2onc(C)c2S(=O)(=O)N2CCC(C(=O)Nc3cccc(OC)c3)CC2)cc1	0%	-5%[10.9 µM]	u	-18%
Cc1cc(NC(=O)CS(=O)(=O)c2cn(Cc3ccccc3Cl)c3ccccc23)no1	29%	-7%	u	6%
Cc1cc(SCC(=O)NC(=O)NCc2ccco2)nc2ccccc12	-7%	-26%	6.2%	-7%
CN(C)c1cccc(C(=O)OCC(=O)Nc2ccccc2Sc2ccccc2)c1	-17%	x	x	29%
Cc1cc(NC(=O)CSc2cn(CCNC(=O)c3ccc(Cl)cc3)c3ccccc23)no1	5%	-19%	-1.6%	11%

The order is random; about 1.7% have a hit in one of these screens.
